Screens as filed in PubChem BioAssay.
TEAD-YAP inh: TEAD-YAP interaction inhibition. HEK-TIYL cells, TEAD-Gal4/YAP UAS-luciferase luminescence. inhibition, % at 9.12 µM. 640,000 compounds, 1.4% hits. AID 1259422; in the data active = inhibition above about 32%;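 note: 0% = median of test compound wells and 100% = reference inhibitor wells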
MITF inh: blocks human microphthalmia-associated transcription factor; AlphaScreen MITF homodimerization, bead proximity signal; inhibition, % at 2.6 µM; 650,000 compounds, 0.91% hits; AID 1259374; in the data active = inhibition above about 50%;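 note: 0% = vehicle wells with protein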
GPR151 ag: human GPR151 activation | PathHunter beta-arrestin GPR151 cells, luminescence | 650,000 compounds, 1% hits | activation, % at 11.2 µM | Q8TDV0; in the data active = activation above about 4.9%;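 note: 0% = median of compound wells and 100% = cells with positive control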
Target sequence (Q8TDV0 whole entry, looked up): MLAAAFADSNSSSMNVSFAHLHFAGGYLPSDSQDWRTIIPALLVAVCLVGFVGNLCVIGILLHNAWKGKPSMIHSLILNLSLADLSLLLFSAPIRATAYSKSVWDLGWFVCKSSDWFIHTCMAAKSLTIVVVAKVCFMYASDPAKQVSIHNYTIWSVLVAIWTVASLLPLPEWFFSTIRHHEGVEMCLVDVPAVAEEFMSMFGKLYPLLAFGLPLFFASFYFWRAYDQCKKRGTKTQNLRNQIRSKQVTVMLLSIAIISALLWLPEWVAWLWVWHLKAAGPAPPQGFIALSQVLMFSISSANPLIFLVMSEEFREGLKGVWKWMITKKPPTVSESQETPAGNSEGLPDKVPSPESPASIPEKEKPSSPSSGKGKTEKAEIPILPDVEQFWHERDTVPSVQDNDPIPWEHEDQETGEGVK
FBW7 act: activators of human E3 ligase FBW7. AlphaScreen FBW7–phospho-cyclin E peptide binding, activator screen. 650,000 compounds, 0.13% hits. Q969H0. normalized activity (activation), % at 26.1 µM; in the data active = normalized activity above about 1.9%;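 note: purified mutant Fbw7 with reduced substrate affinity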
Target sequence (Q969H0 whole entry, looked up): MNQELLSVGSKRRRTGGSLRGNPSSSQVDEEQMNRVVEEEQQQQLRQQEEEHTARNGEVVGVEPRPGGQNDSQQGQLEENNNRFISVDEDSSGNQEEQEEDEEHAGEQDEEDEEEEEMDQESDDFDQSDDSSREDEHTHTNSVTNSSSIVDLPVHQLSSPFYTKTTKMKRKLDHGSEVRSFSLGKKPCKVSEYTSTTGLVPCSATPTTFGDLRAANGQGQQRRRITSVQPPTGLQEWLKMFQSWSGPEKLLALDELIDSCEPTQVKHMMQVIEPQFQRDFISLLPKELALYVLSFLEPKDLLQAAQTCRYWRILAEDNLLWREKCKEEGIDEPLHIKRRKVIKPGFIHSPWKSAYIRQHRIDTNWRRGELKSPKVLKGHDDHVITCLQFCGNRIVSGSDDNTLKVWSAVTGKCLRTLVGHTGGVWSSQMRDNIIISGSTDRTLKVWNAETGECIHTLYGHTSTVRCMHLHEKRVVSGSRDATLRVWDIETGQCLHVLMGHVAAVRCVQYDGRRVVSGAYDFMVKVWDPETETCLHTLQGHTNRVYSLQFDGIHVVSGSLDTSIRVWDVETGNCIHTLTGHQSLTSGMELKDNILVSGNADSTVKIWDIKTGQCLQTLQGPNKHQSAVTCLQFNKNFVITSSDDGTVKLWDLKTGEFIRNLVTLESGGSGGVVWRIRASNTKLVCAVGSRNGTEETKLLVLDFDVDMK
Starred values were filed as active, the others as inactive. Compounds as they come (roughly 3.5% active in at least one column).

SMILES	TEAD-YAP inh	MITF inh	GPR151 ag	FBW7 act
Cc1ccc(CC2CC(=O)N(c3nc(C)cc(C)n3)C2=O)cc1 (stereo not given)	4	-7	1.8	0.2
COc1ccc([C@@H]2C[C@H]3CN(C4CCCC4)C(=O)[C@]34CCCN24)c(OC)c1C	0	7	-0.6	0.1
COc1ccc(-c2nnc(SCC(=O)Nc3ccccc3OC)nc2-c2ccc(OC)cc2)cc1	12	12	-0.2	-0.1
O=C(NCCC1=CCCCC1)C1CCN(C(=O)Nc2ccccc2)CC1	2	0	-0.8	-0.1
Cc1cc([N+](=O)[O-])nn1CC(=O)NC(C)C	-7	-21	-0.2	0.2
COc1ccc(C(=S)N2CCCCC2)cc1OC(=O)c1ccc([N+](=O)[O-])cc1	-1	0	2.2	0.0
O=C(Nn1c(-c2ccc(F)cc2)nc2ccccc2c1=O)c1cccnc1	0	-1	0.9	0.5
COC(=O)C1=C(C)NC(=S)NC1c1ccc(OC)c2ccccc12 (stereo not given)	-3	15	0.6	-0.2
Cc1cc(NC(=O)Nc2nnc(N3CCCC(C)C3)s2)ccc1Br (stereo not given)	0	6	-1.4	-0.2
O=C(CNC(=O)c1cccnc1)N/N=C/c1ccc([N+](=O)[O-])o1	4	1	-2.3	-0.2
O=C1CCN(Cc2cn[nH]c2-c2ccc(F)cc2)CCN1CCN1CCCCC1	0	-17	-0.2	-0.1
CCOC(=O)c1c(C)c(-c2ccccc2)n(CC(=O)N2CCOCC2)c1C	8	2	-0.3	-0.2
O=C(c1nccc2ccccc12)N1CCC(n2nnc3ccccc3c2=O)CC1	-5	16	-1.2	0.1
Cc1ccc(Cl)cc1N1CCN(C(=O)c2ccc(CN3CCOCC3)cc2)CC1	7	1	-0.1	-0.1
Cc1ccc(N2C(=O)C3C4C=CC(C4)C3(C)C2=O)c(C)c1 (stereo not given)	13	9	0.4	0.3
O=C(O)Cn1nc(-c2ccccc2)cc1-c1ccccc1	-16	-11	-1.4	0.0
CCC(C)NC(=O)C1CCN(c2nn3c(=O)cc(C)nc3s2)CC1 (stereo not given)	-1	-6	-0.5	-0.2
O=C(CSc1nc2sc3c(c2c(=O)n1Cc1ccccc1)CCC3)c1ccc(Br)cc1	-7	-9	0.9	0.4
Nc1nc(NCCc2ccc(O)cc2)cc(N2CCN(c3ccccn3)CC2)n1	0	-6	-0.3	0.0
CCCOc1nc2cc(C)ccc2cc1CNCc1cnc(C)cn1	-2	16	1.0	-0.7
O=C(COC(=O)c1ccc(N2C(=O)c3ccccc3C2=O)cc1)COC(=O)c1ccc(N2C(=O)c3ccccc3C2=O)cc1	-1	-7	-0.1	0.1
O=C(c1ccc2nsnc2c1)N1CCN(C(=O)[C@@H]2C[C@H]2c2cccs2)CC1	-1	3	-1.0	0.0
COC(=O)c1nnn(-c2nonc2N)c1CN1CCC(C)CC1	3	-9	-0.6	0.0
O=c1c2oc3ccccc3c2ncn1Cc1cccc(Cl)c1	0	-4	0.3	0.2
CCC(C)C1N=C2c3ccccc3N=C(SCC(=O)Nc3cccc(OC)c3)N2C1=O (stereo not given)	7	4	0.6	0.2
O=C(O)C1CCCN(S(=O)(=O)c2ccc(Br)cc2)C1 (stereo not given)	-4	13	2.8	0.0
CCOc1ccc(C(CC(=O)O)NC(=O)c2cc(OC)c(OC)c(OC)c2)cc1OC (stereo not given)	3	2	-0.9	0.1
CSc1cccc(NS(=O)(=O)c2cnc[nH]2)c1	-7	-5	-0.3	0.3
Cc1ccc2nc(C(F)(F)F)c(C(=O)N(C)CC(=O)N(C)C)n2c1	12	10	1.6	0.2
COCCn1c(SCC(=O)Nc2c(C)cc(C)cc2C)nc2c(c1=O)SC(C)C2 (stereo not given)	-8	6	-0.9	-0.1
CCC(=O)Nc1c(-c2ccc(C)cc2)nc2c(Br)cc(Br)cn12	16	2	-0.2	0.0
CC(C)(C)C(=O)CN1C(=O)C(=O)c2cc(Br)ccc21	17	-3	1.1	-0.1
COc1ccc(/C=C2/SC(=Nc3ccccc3)NC2=O)cc1OCc1ccc(Cl)cc1Cl	-2	-13	3.8	-0.2
CN(C)c1ccc(/C=C(/C#N)C(=O)NCCc2c[nH]c3ccccc23)o1	-10	8	-0.8	0.1
CC(NC(=O)c1cccnc1)c1nc(-c2ccncc2)n[nH]1 (stereo not given)	-1	5	1.7	0.1
O=C(O)c1cc(S(=O)(=O)Nc2ccc(C(F)(F)F)cc2)ccc1F	-3	18	-1.0	0.9
COc1ccccc1C1(CNS(=O)(=O)CCc2ccccc2)CCOCC1	-9	-5	-0.2	0.0
COc1ccc(O)c(C2Oc3ccccc3C3CC(c4cccs4)=NN32)c1 (stereo not given)	-35	2	-1.8	-0.2
CCn1cc(CNC(=O)CCCn2nnnc2CN2CCC(C)CC2)cn1	3	2	0.1	-0.1
CCN(CC)CCCOc1c(C=O)cccc1OC	-13	26	2.2	-0.1
CCOC(=O)c1c(C)n(C)c2cc(OCCN(CC)CC)ccc12	-3	6	-0.3	0.0
Cc1cccc(N2C(=O)N(c3cccc(Cl)c3)C3CS(=O)(=O)CC32)c1 (stereo not given)	-9	2	-0.8	-0.1
FC(F)(F)C(Oc1nc(OC(C(F)(F)F)C(F)(F)F)nc(N2CCCCC2)n1)C(F)(F)F	7	5	1.9	0.2
CCCCOc1cccc(C(=O)Nc2cc(-c3nc4ncccc4o3)ccc2Cl)c1	-2	8	2.0	-0.1
O=C(Cc1cn(-c2ccc(N3CCc4ccccc4C3)nn2)c2ccccc12)NCc1cccc(C(F)(F)F)c1	0	-1	-1.6	-0.1
O=C(Nc1ccc(F)cc1F)C(=O)N1CCCCC1	-33	-10	7.1*	0.3
COc1ccc(NC(=O)Cn2c(=O)n(-c3ccccc3)c(=O)c3sccc32)c(OC)c1	3	-15	-0.6	0.0
CCC(=O)Nc1ccc(-c2nnc(-c3ccccc3)o2)cc1	-107	-4	-2.2	0.3
CCOc1ccc(Cl)cc1S(=O)(=O)Nc1ccc2c(c1)OCO2	-5	-55	-0.9	0.0
CCCCOC(=O)C1=C(C)NC(=O)NC1c1cc(Cl)c(O)c(OC)c1 (stereo not given)	-40	10	-4.2	-0.2
(list continues)
SMILES	TEAD-YAP inh	MITF inh	GPR151 ag	FBW7 act
CCCc1cc2nnc(SCC(=O)NC(C)(C)C)n2c(N)n1	-3	-4	-0.2	-0.1
CC(=O)O[C@H]1C[C@@H](OC(C)=O)C(C)(C)C2CC(=O)[C@]3(C)C(CC[C@@]4(C)[C@H](c5ccoc5)OC(=O)[C@H]5O[C@]543)[C@]21C (stereo not given in full)	-7	-18	-0.6	0.0
CCN1CCCC1CNC(=O)c1cc2c(=O)oc3ccc(C)cc3c2s1 (stereo not given)	-3	-6	-0.9	0.0
O=C(Nc1ccc2[nH]ncc2c1)C1CCN(C(=O)[C@H]2Cc3ccccc3CN2)C1 (stereo not given in full)	-10	11	-0.4	-0.2
Clc1ccc(CCNc2ncnc3c2c(-c2ccccc2)cn3-c2ccc(Br)cc2)cc1	8	4	0.1	0.2
CCOC(=O)c1cc(-c2ccccc2)sc1NC(=O)C(F)(F)F	-56	-2	-0.5	-0.2
COc1ccc(Cn2cccc(NC(=O)Nc3cccc(OC)c3)c2=O)cc1	13	12	1.6	-0.1
C=C(C)CSc1nc2sc3c(c2c(=O)n1-c1ccc(OC)cc1)CC(C)(C)OC3	2	14	5.0*	0.1
COc1ccc(CNC(=O)C(=O)N/N=C/c2cccc(OC)c2O)cc1	10	53*	-1.2	-0.2
CN(C)c1ccc(NC(=O)CSc2nc3ccncc3[nH]2)cc1	14	4	0.3	-0.2
CN(Cc1ccno1)C(=O)CC1C(=O)NCCN1Cc1cccc(Oc2ccccc2)c1 (stereo not given)	5	-16	-1.2	0.0
COC(=O)c1ccc(N2CCN(C)CC2)c(NC(=O)c2cc3ccccc3o2)c1	13	-3	0.0	0.9
CC1=C(C(=O)OCCOC(C)C)C(c2ccccc2F)NC(=O)N1 (stereo not given)	1	-4	-0.6	0.5
CCC(C)N1C2OC3OC4C(OC3OC2N(C(C)CC)S1(=O)=O)N(C(C)CC)S(=O)(=O)N4C(C)CC (stereo not given)	-4	0	1.9	0.4
O=C(CSc1nc(=O)n(Cc2ccncc2)c2c1CCCC2)N1CCN(c2ccccc2)CC1	4	-13	1.1	-0.1
CN(C)c1ccc(C(=O)/C=C/c2ccccc2)cc1	-60	24	-3.2	0.4
COc1ccc(C2=NN3C(C2)c2cc(Cl)ccc2OC32CCCCC2)cc1 (stereo not given)	-62	-3	-1.9	-0.2
CC(C)N(CCNc1nc(Nc2ccccc2)nc2c1ncn2-c1ccccc1)C(C)C	7	13	-0.9	0.0
Cc1cc(C)c2c(-c3ccccc3)nn(-c3ccccc3)c2n1	7	-3	0.3	-0.1
O=C(O)COc1ccc(/C=C2\SC(=O)N(Cc3ccccc3)C2=O)cc1	9	-1	-1.4	-0.1
CCC(COC)NC1CCN(c2ccc(C(=O)NCc3ccc4c(c3)OCO4)cc2)CC1 (stereo not given)	10	13	-0.6	0.1
COc1cccc(C(=O)/C=C/Nc2ccc(S(=O)(=O)Nc3onc(C)c3C)cc2)c1	7	-1	-0.3	-0.2
O=C(NCc1ccccc1)C1CCCN(C(=O)Nc2ccccc2)C1 (stereo not given)	-2	17	1.3	0.0
O=C(CSc1nc2ccccc2c(=O)n1CCC1=CCCCC1)NCc1ccccc1Cl	-3	4	4.0	0.0
COc1c(Cl)ccc(Cl)c1C(=O)Nc1ccc(OCc2ccccc2)cc1	-4	4	0.4	-0.1
CC(=O)Nc1ccccc1C(=O)C(=O)Nc1ccc(Cl)c(F)c1	-20	1	0.6	-0.1
NS(=O)(=O)c1ccc(N2C(=O)C3CCCCC3C2=O)cc1 (stereo not given)	7	5	0.5	0.4
O=C(Nc1ccncc1)c1ccccc1Oc1ccccc1	5	-1	0.3	0.0
CCOC(=O)CC(=O)N1CCc2nc(C)nc(N3CCCCC3)c2C1	4	4	2.6	0.1
CCCCN(Cc1ccccc1)C(=O)C1CCN(Cc2ccccn2)CC1	-6	32	-1.7	-0.3
COc1ccc(OCCN(C)S(=O)(=O)c2cccs2)cc1	-5	6	0.4	0.1
COc1ccccc1C(=O)N1CCCC(c2nc(-c3ccc(Cl)cc3)no2)C1 (stereo not given)	9	16	0.5	-0.1
COC(=O)c1ccc2nc(NC(=O)c3ccc(Cl)s3)sc2c1	-25	9	1.2	-0.1
COc1ccc(-c2nnc(NC(C)=O)s2)cc1	-54	6	-2.8	0.1
CCN(CC)c1nc(NCCOc2ccccc2)nc(N2CCN(Cc3ccc4c(c3)OCO4)CC2)n1	8	11	0.5	-0.2
COc1ccccc1-c1nc(-c2ccccc2)no1	23	-9	-10	0.0
N#Cc1cc2c(=O)n3ccccc3nc2n(Cc2ccccc2)c1=NC(=O)c1ccc(F)cc1	8	-8	-0.3	0.1
O=C(NCCc1nnc2n1CCN(CC1CCCCC1)CC2)C1CCCO1 (stereo not given)	0	10	-0.9	0.2
COc1ccc(C2CC(C(F)(F)F)n3nc(C(=O)Nc4c(C)n(C)n(-c5ccccc5)c4=O)c(Cl)c3N2)cc1 (stereo not given)	-3	2	0.1	0.0
CCOC(=O)C1=C(C)NC2=C(C(=O)C(C(=O)OC)C(C)C2)C1c1ccc(N(C)C)cc1 (stereo not given)	-16	9	-1.8	-0.1
Cc1cc2c(C)nc(N/N=C/c3ccc([N+](=O)[O-])cc3)nc2o1	7	4	0.2	0.7
Cc1ccc(NC(=O)CN2C(=O)N/C(=C/c3cc(C)n(-c4ccc(C)cn4)c3C)C2=O)cc1	-4	5	1.1	0.1
COCCNC(=O)c1nn2c(C(F)(F)F)cc(-c3ccc(Cl)cc3)nc2c1Cl	0	0	-2.1	0.0
COCCCNC(=O)c1cc2cc3cc(OC)ccc3nc2o1	-7	9	-1.0	0.5
C=CCn1c(Cc2ccc(OC(C)C)c(Cl)c2)nnc1SCC(N)=O	2	5	0.8	0.0
O=C(CN1CCCCC1)Nc1ccc(N2CCCCCC2)cc1	-8	1	-0.4	0.0

13 of the compounds above, bar-delimited:
smiles | TEAD-YAP inh | MITF inh | GPR151 ag | FBW7 act
Cc1ccc(CC2CC(=O)N(c3nc(C)cc(C)n3)C2=O)cc1 (stereo not given) | 4 | -7 | 1.8 | 0.2
COc1ccc([C@@H]2C[C@H]3CN(C4CCCC4)C(=O)[C@]34CCCN24)c(OC)c1C | 0 | 7 | -0.6 | 0.1
COc1ccc(-c2nnc(SCC(=O)Nc3ccccc3OC)nc2-c2ccc(OC)cc2)cc1 | 12 | 12 | -0.2 | -0.1
O=C(NCCC1=CCCCC1)C1CCN(C(=O)Nc2ccccc2)CC1 | 2 | 0 | -0.8 | -0.1
Cc1cc([N+](=O)[O-])nn1CC(=O)NC(C)C | -7 | -21 | -0.2 | 0.2
COc1ccc(C(=S)N2CCCCC2)cc1OC(=O)c1ccc([N+](=O)[O-])cc1 | -1 | 0 | 2.2 | 0.0
O=C(Nn1c(-c2ccc(F)cc2)nc2ccccc2c1=O)c1cccnc1 | 0 | -1 | 0.9 | 0.5
COC(=O)C1=C(C)NC(=S)NC1c1ccc(OC)c2ccccc12 (stereo not given) | -3 | 15 | 0.6 | -0.2
Cc1cc(NC(=O)Nc2nnc(N3CCCC(C)C3)s2)ccc1Br (stereo not given) | 0 | 6 | -1.4 | -0.2
O=C(CNC(=O)c1cccnc1)N/N=C/c1ccc([N+](=O)[O-])o1 | 4 | 1 | -2.3 | -0.2
O=C1CCN(Cc2cn[nH]c2-c2ccc(F)cc2)CCN1CCN1CCCCC1 | 0 | -17 | -0.2 | -0.1
CCOC(=O)c1c(C)c(-c2ccccc2)n(CC(=O)N2CCOCC2)c1C | 8 | 2 | -0.3 | -0.2
O=C(c1nccc2ccccc12)N1CCC(n2nnc3ccccc3c2=O)CC1 | -5 | 16 | -1.2 | 0.1
